Screening data: PubChem, National Center for Advancing Translational Sciences (NCATS)
LmPK inh = inhibitors of Leishmania mexicana pyruvate kinase. Q27686. purified LmPK, Kinase-Glo ATP luminescence, 1 h. Potency, µM (top dose mostly 57.5 µM), for inactives: at the top dose activity change, negative = inhibition, actives largely listed as inhibitors. 290,000 compounds, 0.37% hits; also: potency is read from the fitted curve at half-maximal effect
Target sequence (Q27686 whole entry, looked up): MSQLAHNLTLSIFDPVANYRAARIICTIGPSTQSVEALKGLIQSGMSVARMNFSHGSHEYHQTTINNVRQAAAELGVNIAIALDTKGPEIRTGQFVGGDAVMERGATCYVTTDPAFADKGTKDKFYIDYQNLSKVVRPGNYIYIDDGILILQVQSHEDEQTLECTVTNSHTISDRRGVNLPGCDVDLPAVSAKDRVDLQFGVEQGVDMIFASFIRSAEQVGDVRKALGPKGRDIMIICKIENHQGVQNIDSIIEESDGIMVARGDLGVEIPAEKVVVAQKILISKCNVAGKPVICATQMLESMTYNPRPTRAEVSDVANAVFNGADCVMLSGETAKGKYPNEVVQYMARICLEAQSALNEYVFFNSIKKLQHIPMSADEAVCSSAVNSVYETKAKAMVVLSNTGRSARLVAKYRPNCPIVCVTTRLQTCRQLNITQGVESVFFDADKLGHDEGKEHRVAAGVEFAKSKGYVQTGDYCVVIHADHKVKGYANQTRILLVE
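0.1 nM LmPK, 0.5 mM PEP, 0.1 mM ADP; 50 mM imidazole pH 7.2, 7 mM MgCl2, 50 mM KCl; 1 h RT. Kinase-Glo luminescence readout, normalized to no-enzyme (full inhibition) and uninhibited wells.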
TbPYK inhibitor = inhibitors of Trypanosoma brucei pyruvate kinase; Q57TT1; TbPYK enzyme, Kinase-Glo Plus ATP luminescence, 45 min; Potency, µM (highest dose often 76.8 µM), for inactives: at the top dose activity, negative = inhibition, usual class: inhibitors; 410,000 compounds, 0.12% hits; AID 624173; also: potency is read from the fitted curve at half-maximal effect; nearly all actives have a fitted effect of over 50% in size
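Enzyme and substrate buffer are dispensed first and compound is pin-transferred. ADP at 130 uM final then starts the reaction, which runs 45 min at room temperature. Detection reagent is added for 10 min before luminescence is imaged.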
Sm TGR block = blocks Schistosoma mansoni thioredoxin glutathione reductase; Q962Y6; purified TGR, DTNB reduction, TNB absorbance 405 nm; Potency, µM (titrated, usually from 114 µM), for the others: at the top dose activity change, negative = inhibition, actives largely listed as inhibitors; 360,000 compounds, 3% hits; AID 485364; also: potency is read from the fitted curve at half-maximal effect; nearly all actives have a fitted effect of over 60% in size
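First, TGR (20 nM dispensed) and NADPH were mixed with compound. Second, a 15 min room-temperature incubation followed. Third, further NADPH and then DTNB were added to start the reaction. Finally, TNB absorbance was monitored kinetically.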
AmpC inh detg = blocks E. coli AmpC beta-lactamase in detergent assay. P00811. AmpC hydrolysis of nitrocefin, absorbance 480 nm, 0.01% Triton. Potency, µM (series often up to 114 µM), for inactives: at the top dose activity change, negative = inhibition, actives largely listed as inhibitors. 370,000 compounds, 0.041% hits;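 also: potency is read from the fitted curve at half-maximal effect; 0% = no-compound wells and -100% = no-enzyme wells; nearly all actives have a fitted effect of over 25% in size; some results filed as inactive show a strong effect at the top dose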
Target sequence (P00811 whole entry, looked up): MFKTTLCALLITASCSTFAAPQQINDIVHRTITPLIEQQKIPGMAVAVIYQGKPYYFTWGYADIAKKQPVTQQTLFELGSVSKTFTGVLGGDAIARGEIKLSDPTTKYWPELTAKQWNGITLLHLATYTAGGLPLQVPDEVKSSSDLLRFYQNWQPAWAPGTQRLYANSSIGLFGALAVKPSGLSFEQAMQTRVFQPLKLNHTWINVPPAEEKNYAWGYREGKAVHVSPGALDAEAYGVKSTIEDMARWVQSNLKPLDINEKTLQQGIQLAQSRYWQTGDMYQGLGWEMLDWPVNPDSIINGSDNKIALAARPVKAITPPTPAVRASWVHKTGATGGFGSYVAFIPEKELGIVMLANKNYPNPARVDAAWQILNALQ
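20 mM phosphate pH 7.0 + 0.01% (detergent screen) or 0.0001% Triton X-100; 5.3 nM AmpC reagent; cpd preinc 15 min RT; nitrocefin (800 uM stock) to start; A480 q20 s × 4 min; Activity was normalised to no-enzyme and no-compound control wells.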
HCMV inh = blocks human cytomegalovirus replication; HFF cells, HCMV-luciferase reporter, 72 h; stronger effect = lower value; 410,000 compounds, 4.5% hits; AID 1259415; activity change, negative = inhibition, % at 57.5 µM; in the data active = activity change below about -60%; inconclusive = no clear call, values can overlap the other calls; inactive = above about -39%
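Human foreskin fibroblasts infected with luciferase-reporter HCMV at MOI 1 PFU/cell, compounds at two doses. Luciferase measured 72 h post infection; normalized to buffer-only basal and Salinomycin (10uM) controls.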
AMA1-RON2 inh = AMA1-RON2 (P. falciparum) interaction inhibition; AlphaScreen AMA1-biotinylated RON2 peptide binding; Potency, µM (doses to about 58.2 µM), without a hit: at the highest dose activity change, negative = inhibition, actives largely listed as inhibitors; 360,000 compounds, 0.2% hits;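 also: potency is read from the fitted curve at half-maximal effect; 0% = vehicle wells and -100% = peptide control; nearly all actives have a fitted effect of over 45% in size; some results filed as inactive show a strong effect at the top dose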
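AMA1 (3D7) with his tag at 25 nM final met compounds first, then biotinylated RON2 peptide at 25 nM; detection used donor plus acceptor beads, 10 µg/mL apiece, read by AlphaScreen after 30 min at room temperature.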
AmpC inh no detg = inhibitors of E. coli AmpC beta-lactamase without detergent. 330,000 compounds, 0.52% hits. P00811. AmpC nitrocefin hydrolysis, absorbance 480 nm, 0.0001% Triton. AID 485341. Potency, µM (titrated, usually from 57.1 µM), inactives show top-dose activity change, negative = inhibition, most hits filed as inhibitors;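 also: potency is read from the fitted curve at half-maximal effect; plate controls were no compound for no effect and no enzyme for full effect; nearly all actives have a fitted effect of over 20% in size; some results filed as inactive show a strong effect at the top dose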
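20 mM phosphate pH 7.0 + 0.01% (detergent screen) or 0.0001% Triton X-100; 5.3 nM AmpC reagent; cpd preinc 15 min RT; nitrocefin (800 uM stock) to start; A480 q20 s × 4 min; Activity was normalised to no-enzyme and no-compound control wells.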
* hit, by the source's call; ? = inconclusive; · = not tested or not shown; & = joins results of further samples; [ ] = remark or other dose. Unless noted, calls follow the shape of the dose curve; as a rule, active = well fitted curve in the direction sought with a large enough effect; inconclusive = small, poorly fitted or top-dose-only effect, or another doubt; inactive = no such curve, though single readings can be large; an effect the other way counts as inactive or inconclusive. Unless noted, % is scaled to controls: 0 for no effect and ±100 for the full control effect.

Each structure is followed by: LmPK inh	TbPYK inhibitor	Sm TGR block	AmpC inh detg	HCMV inh	AMA1-RON2 inh	AmpC inh no detg
- Cc1n[nH]c(C)c1S(=O)(=O)N1CCCC(C(=O)Nc2ccc(Br)cc2)C1 (centres undefined)
    -1%	3%&-17%	-17%&-4%	-7%&2%	?	7%	-3%
- O=C(NCC(c1ccc2c(c1)OCO2)N1CCN(c2ccccc2F)CC1)c1ccccc1F (centres undefined)
    ·	0%	17%	8%	46	·	·
- O=C(c1ccccc1Cc1ccccc1)N1CCN(S(=O)(=O)c2ccccc2Br)CC1
    ·	3%	-1%	-8%	-72*	-5%	-7%
- C/C(N)=C(/C#N)C(=O)COC(=O)C1CCC(C(C)(C)C)CC1 (centres undefined)
    6%	-2%	6%	1%	-12	18%	70%[activator]
- O=C(NCCCN1CCOCC1)c1ccccc1N1C(=O)[C@@H]2Cc3c([nH]c4ccccc34)C(c3cccc(Cl)c3)N2C1=O (some centres undefined)
    -7%	0%	9%	-8%	17	-29%	332%[activator]
- NC(=O)COC(=O)c1cccc(S(=O)(=O)N2CCCCC2)c1
    8%	4%	7%	1%	-33	5%	-17%
- CCc1cccc(C)c1Nc1c(-c2ccc(N(C)C)cc2)nc2ncccn12
    ·	-11%	1%	7%	-14	·	·
- CCOC(=O)C1=C(N)Oc2cc(O)ccc2C1c1ccc(C)cc1 (centres undefined)
    -1%	-3%	0%	-9%	-27	-6%	-35%
- CC(C)c1ccc(NC(=O)C2CCN(C(=O)c3ccc(F)cc3)CC2)cc1
    ·	-2%	0%	18%	-19	·	·
- c1cc2c(cc1C1=Nn3c(nnc3C3CCCCC3)SC1)OCO2
    8%	·	3%	-6%	?	3%	1%
- COc1ccc(/C=C/C(=O)Nc2ccc(-n3nncc3-c3ccccc3)cc2)cc1OC
    0%	-7%	1%	-3%	?	-6%[2.32 µM]	18%
- CCCCCCCCNS(=O)(=O)CCNCc1ccco1
    ·	3%	·	·	12	-5%	·
- Cc1ccc(NC(=O)c2ccc(C(=O)c3ccccc3)cc2)nc1
    ·	-4%	2%	1%	1	-5%	21%
- COc1ccc(C(=O)N/C(=C\c2cn(C)c3ccccc23)C(=O)N2CCN(C)CC2)cc1OC
    -2%	-11%	-4%	-6%	13	-7%	109%[activator]
- Cc1nc(-c2noc(-c3cccc(Cl)c3)n2)c(C(F)(F)F)o1
    -10%	-7%	12%	5%	-14	-27%	-5%
- Cc1ccc(-c2nn(C)c(=O)c3ccccc23)cc1CNC(=O)c1ccccc1
    1%	-2%	-7%	-3%	-17	-4%	19%
- CCN(Cc1cc2ccc(C)cc2[nH]c1=O)C(=O)c1cccnc1
    0%	·	1%	?	·	·	-8%
- Cc1ccc(S(=O)(=O)N(C)C)cc1NC(=O)COC(=O)Cc1ccsc1
    ·	2%	6%	?	8	1%	-22%
- CC(C)c1nnc(SCC(=O)Nc2ccc3c(c2)OCO3)n1C
    1%	-5%	3%	-1%	-15	-4%	-13%
- O=C(Cn1cnc2ccccc2c1=O)c1ccc2ccccc2c1
    1%	-3%	-4%	8%	62	-5%	·
- CCOC(=O)c1cc2[nH]c3ccccc3c2[n+](-c2ccc([N+](=O)[O-])cc2)c1N
    2%	-5%	1%	1%	-91*	0%[2.32 µM]	-5%
- CN(C)C(=S)Nc1ccc([N+](=O)[O-])cc1
    -2%	-2%	19%	7%	4	6%	-13%
- Cc1cccc(C(=O)NN2S(=O)(=O)c3ccccc3S2(=O)=O)c1
    4%[11.5 µM]	1%	-1%	5%	-1	5%	-15%
- CC(C)Oc1cccc(C(=O)NC(=S)Nc2ccc3c4c(cccc24)CC3)c1
    7%	-4%	-2%	-3%	4	-1%	-49%
- COc1ccccc1CN(C)C(=O)CN1C(=O)c2ccccc2C1=O
    -5%	-6%	11%	10%	-20	2%	-11%
- COc1ccc(CN2CC(C(=O)NCc3ccccn3)CC2=O)cc1 (centres undefined)
    -2%	13%	-7%	1%	3	-1%	-11%
- Cc1cc(C)cc(OCC(=O)OCC(=O)NCc2ccco2)c1
    11%	-5%	0%	-21%	9	12%	-7%
- Cc1noc2ncnc(Sc3c(Cl)cccc3Cl)c12
    -2%	-14%	-14%	3%	16	-2%	-15%
- CCOC(=O)c1ccc(NC(=O)CC2C(=O)N(c3ccc(F)cc3)C(=O)N2CCCOC)cc1 (centres undefined)
    0%	-4%	-8%	-8%	0	-4%	113%[activator]
- Fc1cccc(/C=N/Nc2cc(N3CCOCC3)ncn2)c1
    0%	-7%	-5%	-3%	14	0%	-16%
- O=C(NC1CC1)c1ccc(CN(c2ccccc2)S(=O)(=O)c2ccccc2)cc1
    1%	4%	-8%	?	?	0%	2%[2.29 µM]
- O=C(COc1ccc(C(=O)NCC2CCCO2)cc1)Nc1cccc(C(F)(F)F)c1 (centres undefined)
    ·	0%	3%	-15%	?	-22%	46%
- CCc1ccc(C(=O)c2cn(CC(=O)Nc3ccc4c(c3)OCO4)c3ccc(Cl)cc3c2=O)cc1
    ·	2%	-3%	1%	-6	·	·
- O=C(Nc1cccc(Cl)c1)c1c(O)c2c(n(Cc3ccccc3)c1=O)CCCC2
    1%	·	0%	-10%	·	·	-23%
- CN(Cc1ccc(Cl)cc1Cl)C(=O)Cc1ccc(S(=O)(=O)N2CCOCC2)s1
    ·	-5%	·	·	-33	0%	·
- N#C/C(=C/c1ccc(N2CCCCC2)o1)C(=O)Nc1ccc(Cl)cc1
    -6%	-7%	?	0%	24	-5%	-28%
- CC(=O)NNC(=O)c1csc(Cc2c(Cl)sc3ccc(Cl)cc23)n1
    1%	2%	-13%	-8%	-4	135%[activator]	122%[activator]
- COC(=O)/C=C1/S/C(=N/NC(=O)c2ccc(OC)cc2)NC1=O
    1%	3%	-24%	-12%	34	113%[activator]	-18%
- O=C(Nc1ccc(Nc2ccccc2)cc1)c1c(F)c(F)c(F)c(F)c1F
    3%	-3%	-20%	-14%	?	-29%	-29%
- CCC(CC)C(=O)NC1CC(=O)N(c2ccc3c(c2)OCCO3)C1 (centres undefined)
    ·	-5%	6%	2%	14	·	·
- COc1ccc(NC(=O)C2CCC(N3C(=O)C4C5C=CC(C5)C4C3=O)CC2)cc1 (centres undefined)
    4%	-1%	-3%	-4%	59	?	8%
- CC1(C)CC(O)C(C)(C)N1O (centres undefined)
    5%	4%	-4%	?	-25	0%	6%
- CCOc1ccc2[nH]c(=O)c(CN(Cc3cccs3)Cc3nnnn3C(C)(C)CC)cc2c1
    9%	8%	0%	?	?	-1%	56%
- CCc1c(C)nc(SCc2ccccn2)[nH]c1=O
    4%	-8%	0%	-10%	88	-11%	-12%
- CCCn1nnnc1NC(=O)c1ccc2ccccc2c1
    -1%	-10%	4%	-9%	1	58%[activator]	-12%
- COC(=O)c1ccc2c(c1)N(C)C(=O)CS2
    -1%	-23%	-3%	-13%	75	-2%	-4%
- CCCC(C1=C(O)CC(C)(C)CC1=O)C1C(=O)CC(C)(C)CC1=O (centres undefined)
    -1%	-17%	?	-5%	9	15%	-25%
- COc1cc(OC)c(/C=N/NC(=O)c2ccncc2)c(OC)c1
    -2%	-2%	4%	4%	20	60%[activator]	-6%
- CCSc1nnc(NC(=O)c2cccc(S(=O)(=O)N(C)c3ccccc3)c2)s1
    -4%	2%	6%	?	49	-15%	-31%
- O=C(Nc1ccc(CSc2ccccc2)cc1)c1ccc(CN2CCOCC2)cc1
    -3%	-7%	-8%	-19%	-80*	-5%	95%[activator]
- COc1ccc(C(C#N)N2N=C(c3ccccc3)CC2c2ccccc2)cc1OC (centres undefined)
    -1%	4%	-1%	-7%	44	32%[activator]	-34%
- Cc1[nH]c(=O)[nH]c(=O)c1S(=O)(=O)NCCc1ccc(S(N)(=O)=O)cc1
    -2%	-1%	12%	1%	16	2%	-1%
- COc1ccc(C2=NC3(CCCCCC3)N(CC(=O)Nc3cccc(Cl)c3)C2=O)cc1
    ·	4%	-1%	-2%	-91*	·	·
- COc1ccc(N2C(=O)CSC2c2ccc3c(c2)OCO3)c(OC)c1 (centres undefined)
    -10%	-8%	-1%	?	59	-15%	15%
- Cc1ccc(N2C(=O)CC(C)CC2=O)cc1
    -4%	1%	-5%	0%	16	-2%	-13%
- COC(=O)C1=CN(c2cc(C)cc(C)c2)C=C(C(=O)OC)C1c1ccc(OC)c(O)c1
    -5%	1%	-6%	2%	11	15%	111%[activator]
- CCOC(=O)C1=CNS(=O)(=O)NC1c1ccc(C(=O)OC)cc1 (centres undefined)
    ·	-1%	·	·	-3	2%	-14%
- O=C(c1ccc(F)cc1)N1CCN(c2ccc([N+](=O)[O-])c(N3CCCCC3)c2)CC1
    5%	-18%	-15%	-5%	-25	?	29%
- Cc1cc(NS(=O)(=O)c2ccc(NC(=O)c3ccc([N+](=O)[O-])c(Cl)c3)cc2)no1
    -10%	6%	-1%	-9%	-37	1%	-14%
- NCCc1c(Cc2ccccc2)[nH]c2ccccc12
    ·	-4%	·	·	45	-17%	·

Next compounds follow.
Each structure is followed by: LmPK inh	TbPYK inhibitor	Sm TGR block	AmpC inh detg	HCMV inh	AMA1-RON2 inh	AmpC inh no detg
- NC(=O)C1CCN(C(=O)c2ccc3c(c2)N(Cc2cccc(Cl)c2)C(=O)c2ccccc2S3(=O)=O)CC1
    ·	-4%	8%	-5%	-25	·	·
- CCOC(=O)c1nn(-c2ccccc2)c2nnc(Cc3ccccc3)c(=O)n12
    -1%	1%	-3%	-8%	5	-2%	-17%
- CC(C)(C)c1ccc(-c2n[nH]c(=S)n2Cc2ccccc2)cc1
    -7%	?	-2%	15%	-6	121%[activator]	-36%
- Cc1cc(C(=O)Nc2ccc(F)cc2C)n(-c2ccccc2)n1
    -1%	4%	8%	-2%	0	-1%	-11%

Among those listed so far, two contain bromine:
Each structure is followed by: LmPK inh	TbPYK inhibitor	Sm TGR block	AmpC inh detg	HCMV inh	AMA1-RON2 inh	AmpC inh no detg
- Cc1n[nH]c(C)c1S(=O)(=O)N1CCCC(C(=O)Nc2ccc(Br)cc2)C1 (centres undefined)
    -1%	3%&-17%	-17%&-4%	-7%&2%	?	7%	-3%
- O=C(c1ccccc1Cc1ccccc1)N1CCN(S(=O)(=O)c2ccccc2Br)CC1
    ·	3%	-1%	-8%	-72*	-5%	-7%
